Bioassay records deposited in PubChem by National Center for Advancing Translational Sciences (NCATS).
GLP-1R agonist: agonists of human GLP-1 receptor; P43220; HEK293 GLP-1R CRE-luciferase, luminescence, 4-6 h; cells express a hypersensitive GLP-1R form; Potency, µM (titrated, usually from 45.6 µM), without a hit: at the highest dose activation, most hits filed as activators; 0.007% of 380,000 active; further: potency means the concentration at half of the fitted maximal effect; % of control where 0% means no effect
Target sequence (P43220 whole entry, looked up): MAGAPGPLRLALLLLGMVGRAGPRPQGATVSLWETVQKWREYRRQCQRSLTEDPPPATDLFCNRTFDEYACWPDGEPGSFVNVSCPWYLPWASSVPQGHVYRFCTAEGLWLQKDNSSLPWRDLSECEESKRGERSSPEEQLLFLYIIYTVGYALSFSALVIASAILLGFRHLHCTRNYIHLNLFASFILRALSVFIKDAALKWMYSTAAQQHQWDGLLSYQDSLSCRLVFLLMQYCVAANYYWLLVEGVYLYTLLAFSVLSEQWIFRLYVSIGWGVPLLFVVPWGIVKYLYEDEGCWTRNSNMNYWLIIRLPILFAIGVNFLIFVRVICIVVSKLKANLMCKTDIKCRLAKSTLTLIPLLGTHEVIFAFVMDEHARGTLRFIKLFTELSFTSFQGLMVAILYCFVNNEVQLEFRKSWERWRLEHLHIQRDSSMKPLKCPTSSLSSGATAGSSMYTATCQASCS
GLP1R cytotox: cytotoxicity in counter-screen for GLP-1R inverse agonists; Potency, µM (titrated, usually from 38.3 µM), for inactives: at the highest dose activity change, negative = inhibition, most hits filed as inhibitors; HEK293 cAMP-luciferase reporter cells, luminescence, 24 h; 0.13% of 410,000 active;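 further: loss of luciferase light is scored as toxicity; potency means the concentration at half of the fitted maximal effect; on the % scale 0 is the no-effect control and ±100 the full control effect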
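1536-well qHTS counterscreen of the MLSMR; 200 cells/uL, 12 h pre-incubation, 23 nL cpd, 24 h at 37 deg C 5% CO2, luciferase detection reagent, 12 min RT, luminescence. Inhibition = undesired.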
IL2 activator: IL-2 activation; IL-2 activation reporter assay, cell-based qHTS; stimulated with anti-CD3/CD4/CD28 beads; in transgenic mouse T cells; activation, % (series mostly up to about 46 µM); 0.065% of 360,000 active; in the data active means activation above about 50%; inconclusive means mostly about 30% to 49%; further: 0% is about no effect
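Using fluorescent plate cytometry, EGFP and DsRed are detected in transgenic mouse T cells stimulated 18 h at 37 degrees C with antibody-coated beads after 60 min compound pretreatment.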
WRN inhibitor: WRN helicase (human) inhibition; WRN helicase unwinding, fluorescent forked duplex, kinetic; Potency, µM (top dose mostly 114 µM), for the others: at the highest dose activity change, negative = inhibition, hits mostly inhibitors; 0.46% of 360,000 active; further: potency means the concentration at half of the fitted maximal effect; on the % scale 0 is the no-effect control and ±100 the full control effect; nearly all actives have a fitted effect of over 55% in size
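Primary qHTS, 1536-well format. 20 nM WRN + compound, 15 min RT; start with 100 nM forked fluorophore/quencher duplex, 2 mM ATP (final); kinetic read ex 525/em 598 nm.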
D3 ag: agonists of human D3 dopamine receptor | D3R DiscoveRx beta-arrestin cells, luminescence, 90 min | 0.58% of 410,000 active | max activation, %; in the data active means max activation above about 30%; further: 0% is about no effect; mostly tested at two doses, the higher about 12 µM
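Agonist-mode cell screen: cells plated at 1500/well and incubated overnight at 37 °C, then exposed to library compounds for 90 min at 37 °C. Detection reagent was added for 30–60 min at room temperature, and luminescence was read.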
PLK1 PBD block: inhibitors of human PLK1 polo-box domain binding. P53350. Plk1 PBD binding of FITC phosphopeptide, fluorescence polarization. Potency, µM, inactives show max response, negative = inhibition, most hits filed as inhibitors. 2.8% of 360,000 active. AID 720504; further: potency means the concentration at half of the fitted maximal effect; series mostly up to about 57 µM; on the % scale 0 is the no-effect control and ±100 the full control effect; nearly all actives have a fitted effect of over 65% in size
Target sequence (P53350 whole entry, looked up, the tested form may be a part): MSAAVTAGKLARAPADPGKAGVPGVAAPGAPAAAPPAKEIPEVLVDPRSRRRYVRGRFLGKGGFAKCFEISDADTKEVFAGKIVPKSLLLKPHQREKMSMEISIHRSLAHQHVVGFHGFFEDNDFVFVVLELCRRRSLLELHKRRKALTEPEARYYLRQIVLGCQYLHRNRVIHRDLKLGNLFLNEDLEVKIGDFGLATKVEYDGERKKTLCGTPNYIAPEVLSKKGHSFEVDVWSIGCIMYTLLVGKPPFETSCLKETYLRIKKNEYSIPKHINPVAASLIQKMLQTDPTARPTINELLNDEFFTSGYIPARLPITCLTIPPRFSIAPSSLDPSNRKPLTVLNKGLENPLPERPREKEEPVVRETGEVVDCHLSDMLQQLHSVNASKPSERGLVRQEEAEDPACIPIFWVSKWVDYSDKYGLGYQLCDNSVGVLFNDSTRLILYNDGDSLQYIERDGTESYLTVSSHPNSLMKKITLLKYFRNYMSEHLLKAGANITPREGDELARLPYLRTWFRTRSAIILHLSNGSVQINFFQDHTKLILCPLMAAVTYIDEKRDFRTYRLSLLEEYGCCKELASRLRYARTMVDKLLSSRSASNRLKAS
GLP1R inv ag: acts as inverse agonist at human GLP-1 receptor | 1.6% of 410,000 active | AID 624417 | Potency, µM (series often up to 38.3 µM), for the others: top-dose activity change, negative = inhibition, most hits filed as inhibitors | P43220 | HEK293 GLP-1R CRE-luciferase, luminescence, 24 h; GLP-1R form is constitutively active; further: potency means the concentration at half of the fitted maximal effect; on the % scale 0 is the no-effect control and ±100 the full control effect; nearly all actives have a fitted effect of over 55% in size
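Cells are plated, allowed 12 hours at 37 deg C, then treated with compounds for 24 hr before luciferase detection reagent is added and luminescence is read after 12 min at room temperature. The HEK293 line carries constitutively active GLP-1R with a cAMP-responsive reporter.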
PI5P4Ka inh: blocks human PI5P4K alpha kinase activity | PI5P4Kalpha enzyme, ADP-Glo luminescence, 60 min; active compounds read low | max response, % | P48426 | 1.2% of 330,000 active; active means max response of -50% or lower; inconclusive means between -30% and -50%; inactive means -30% or higher; further: value at the top dose of about 77 µM; on the % scale 0 is the no-effect control and ±100 the full control effect
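ADP-Glo luminescence end-point read after a 60 min room-temperature kinase reaction of PI5P4Kalpha plus substrate, initiated with ATP at 5 microM final. Buffer: 0.038 M HEPES pH 7.4, EGTA, 0.1% CHAPS, 5% DMSO.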
D3 antag: antagonists of human D3 dopamine receptor; D3R cells, DiscoveRx beta-arrestin luminescence, antagonist mode; active compounds read low; max response, negative = inhibition, %; 2.5% of 360,000 active; AID 652054; in the data active means max response below about -50%; inconclusive means no clear call, values can overlap the other calls; further: on the % scale 0 is the no-effect control and ±100 the full control effect; mostly tested at two doses, the higher about 12 µM
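Cells expressing the human receptor were seeded at 1500 cells/well, incubated overnight at 37 degrees C in 5% CO2, then exposed to library compounds with dopamine controls for 90 minutes at 37 degrees C before luminescent detection.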
* hit, by the source's call; ? = inconclusive; . = not tested or not shown; [ ] = dose if it differs, or a comment. Unless noted, the call rests on the fitted dose curve; in most records, active means well fitted curve in the direction sought with a large enough effect; inconclusive means small, poorly fitted or top-dose-only effect, or another doubt; inactive means no such curve, though single readings can be large; an effect the other way counts as inactive or inconclusive.

No.	Structure	GLP-1R agonist	GLP1R cytotox	IL2 activator	WRN inhibitor	D3 ag	PLK1 PBD block	GLP1R inv ag	PI5P4Ka inh	D3 antag
1	NS(=O)(=O)c1ccc(NC(=O)CCc2ccccc2)cc1	3%	23%	-1.5	-16%	-22	-6%	-60%	.	-10
2	CCN(CC)c1ccc(NS(=O)(=O)c2ccc(-c3coc(C)n3)cc2)c(C)c1	-4%	-5%	.	.	11	.	?	.	.
3	CC(C)c1cccc(C(C)C)c1NC(=O)COC(=O)C1CCC1	4%	1%	-0.2	6%	5	6%	7%	-4	18
4	CCOC(=O)c1nn(-c2ccccc2)c(C)c1C(C)=O	-3%	-1%	-0.8	-2%	-13	-13%	14%	2	-16
5	Cc1ccc(S(=O)(=O)c2c(N)n(CCC(C)C)c3nc4ccccc4nc23)cc1	-4%	-11%	-2.7	-7%	3	-17%	0%	0	6
6	COc1ccc(CNCC(=O)Nc2ccccc2-n2cccc2)cc1	5%	-20%	0.1	-2%	-1	-7%	?	0	7
7	COc1ccc2[nH]c3c(c2c1)CCN1C(=O)C(CC(=O)NCCC2=CCCCC2)C[C@H](C(=O)N2CCCCC2)[C@@]31CCc1ccccc1 (stereo partly specified)	-4%	8%	1.3	1%	-1	?	3%	?	-9
8	Cc1cccc(N(C)C(=O)C2CCCN2S(=O)(=O)c2cccc3nsnc23)c1 (stereo unspecified)	0%	-7%	-2.4	-7%	-7	-7%	4%	-7	-3
9	CCN(C[C@H]1N[C@@](C)(C(=O)OC)[C@H]2C(=O)N(Cc3ccccc3)C(=O)[C@@H]12)C(=O)NC(C)C	5%	-2%	-0.5	-3%	7	-16%	1%	1	26
10	CCOC(=O)c1ccc(NC(=O)Cn2nnc(-c3ccc(C)cc3)n2)cc1	3%	-1%	-0.8	-9%	-1	4%	-16%	0	4
11	O=C(Nc1ccc(Cl)cc1Cl)c1ccc2c(c1)OCCO2	0%	-9%	0.6	0%	3	3%	-29%	18	13
12	Cc1ccc(S(=O)(=O)N2CCN(C(=O)COC(=O)CCOc3ccccc3C)CC2)cc1	9%	10%	-0.5	-8%	3	0%	5%	-2	4
13	Cc1ccccc1C(=O)NNC(=S)Nc1cccc(C(F)(F)F)c1	0%	-29%	-1.6	7%	12	-21%	?	-3	15
14	Cc1ccc(CNC(=O)COC(=O)CSc2ccc(Br)cc2C)cc1	-5%	2%	-1.6	-16%	-12	-15%	14%	21	-1
15	CCCC1=[N+](CC(C)=O)CCn2c(C)ccc21	-5%	-5%	0.8	2%	-5	?	-4%	-12	-18
16	CCCCN(CCCC)CCCNC(=O)CN1C(=O)COc2ccc(S(=O)(=O)N3CCC(C)CC3)cc21	5%	-23%	-0.6	-4%	-7	-17%	-2%	2	-29
17	NC(=O)c1ccsc1NC(=O)CSc1nncs1	4%	1%	1.0	?	-3	-13%	18%	?	?
18	Fc1ccccc1CNc1ccc(Cl)c(Cl)c1	3%	4%	7.9	-20%	14	-1%	?	.	-25
19	c1ccc(Cc2nnc(-c3ccccc3)o2)cc1	-6%	-3%	-3.4	-3%	2	-6%	-27%	4	70
20	CC(N=C1NC(C)(C)Cc2ccccc21)C(=O)O (stereo unspecified)	-5%	5%	0.3	4%	-4	2%	15%	1	25
21	Oc1ccccc1-c1nc2ccccc2nc1-c1ccccc1	24%	-3%	-4.8	-12%	-2	-2%	11µM*	1	-13
22	Cc1ccc(C2=N/C(=C\c3cccs3)C(=O)N2Nc2ccccc2)cc1	15%	-21%	1.0	-12%	0	1%	?	-2	18
23	CCOC(=O)C1=C[C@@H](C(C)(C)C)N(S(=O)(=O)c2ccc(C)cc2)[C@H]1c1ccc(OC)cc1	-1%	17%	-0.8	-19%	0	-9%	?	5	3
24	Cc1ccc(C2CC(=O)Nc3sc(C(N)=O)c(N)c32)cc1 (stereo unspecified)	-6%	-15%	0.1	-8%	1	-8%	0%	.	13
25	CN(C)S(=O)(=O)c1cccc(NC(=O)COC(=O)/C=C/c2ccc(Br)o2)c1	-2%	6%	-1.2	-4%[11.6 µM]	-1	-18%	-10%	?	16
26	CC(=O)c1cc(NC(=O)c2ccccc2)c(=O)oc1/C=C/N(C)C	-8%	2%	1.4	-16%	1	44%[activator]	3%	2	-19
27	C=CC[C@H](CC(=O)N(CCO)Cc1ccccc1)C(=O)N[C@@H](COC(=O)[C@@H](CC=C)CC(=O)OC(C)(C)C)Cc1c[nH]c2ccccc12	-8%	-13%	-3.1	-6%	-1	-1%	4%	0	47
28	CCOC(=O)N1CCN(C(=S)NC(=O)c2c(-c3c(Cl)cccc3Cl)noc2C)CC1	1%	?	-3.0	2%	-6	-11%	15%	5	?
29	O=c1c2ccccc2nc(SCCN2CCCCC2)n1CCc1ccccc1	4%	-8%	-0.1	-9%	-10	-17%	?	31	-56*
30	CCOc1ccc(NC(=O)CN(C)C(=O)c2c(-c3ccccc3Cl)noc2C)cc1OCC	19%	-8%	-3.1	-4%	5	-1%	-5%	-5	2
31	c1cc(-c2nsc(-c3ccncc3)n2)ccn1	15%	2%	0.8	-18%	4	19µM*	41%[activator]	-16	1
32	CCC1CCc2c(sc(N)c2C(N)=O)C1 (stereo unspecified)	13%	-9%	0.0	5%	-7	?	6%	?	-23
33	O=C(C=C1NCCN1)c1ccccc1	3%	-11%	0.7	3%	-2	0%	-6%	-2	8
34	CCCc1cc(C(=O)Nc2cc(Br)ccc2O)no1	1%	2%	-0.6	-4%	-6	-12%	-25%	3	-4
35	O=[n+]1c2c(n([O-])c3cc(F)c(F)cc31)CCCC2	-15%	5%	0.4	-17%[11.6 µM]	7	-17%	1%	0	6
36	CS(=O)(=O)N1CCc2cc(C(=O)Nc3ccc(COCC(F)(F)F)cc3)ccc21	5%	-8%	-0.7	3%	-1	3%	?	-3	1
37	COc1ccc(CCNC(=O)C2CCN(C(=O)c3ccc(C(C)(C)C)cc3)CC2)cc1OC	-4%	-2%	1.6	3%	-7	-11%	-17%	9	-27
38	CN(C)Cc1c(C(=O)N/N=C/c2ccccc2OCc2c(F)cccc2Cl)nnn1-c1nonc1N	6%	?	0.0	-6%	-10	-11%	?	7	?
39	CCCCn1c(N)c(N(CCC(C)C)C(=O)CCCc2nc3ccccc3s2)c(=O)[nH]c1=O	3%	0%	-0.7	8%	3	-10%	4%	-1	14
40	Nc1nc2sc3c(c2cc1C(=O)NCC(=O)O)CCCC3	-2%	21%	-1.4	5%	0	-6%	?	2	-13
41	CC1CCCCC12NC(=O)N(CC(=O)N1CCN(C(=O)c3cccs3)CC1)C2=O (stereo unspecified)	-5%	-8%	-0.6	20%	2	-5%	-4%	2	-17
42	CC(NC(=O)C1CCC1)c1ccc(Br)cc1 (stereo unspecified)	-3%	-1%	1.1	-4%	-1	3%	10%	0	2
43	CCc1ccc2[nH]c(=O)c(CN(Cc3ccccc3)C(=O)Nc3ccccc3OC)cc2c1	11%	?	-2.7	-12%	0	-5%	3.5µM*	.	-7
44	COc1ccccc1NC(=O)c1ccc(S(=O)(=O)N2CCC(C)CC2)cc1	7%	-1%	0.5	-11%	-3	-3%	?	12	-22
45	O=C(c1ccc([N+](=O)[O-])cc1)N1CCN(c2ncc(Br)cn2)CC1	-1%	1%	0.3	-3%	-4	27µM*	14%	-8	-4
46	COC(=O)N/N=C\c1c(C)nn(-c2ccccc2)c1Cl	6%	-5%	-0.3	5%	8	-5%	34%	0	-16
47	COc1ccc(NC(=O)CSc2cn[nH]n2)cc1OC	7%	6%	-1.3	-3%	-12	-21%	19%	0	-10
48	COc1cccc(C(=O)Oc2cc(C)[nH]c(=O)c2[N+](=O)[O-])c1OC	-1%	-4%	0.5	2%	4	-4%	4%	-4	-10
49	CCC(=O)Nc1cc(-c2nn(C)c(=O)c3ccccc23)ccc1OC	8%	-5%	-4.1	2%	-12	-12%	0%	.	10
50	Cc1cccc(-n2c(SCCC(=O)O)nnc2-c2cccs2)c1C	-13%	-1%	-0.1	-2%	-6	2%	15%	-14	0
51	Cc1nc2ccc(NS(=O)(=O)c3ccccc3F)cc2s1	3%	1%	-0.3	6%	2	-19%	11%	-2	1
52	CS(=O)(=O)c1ccc(C(=O)OCC(=O)N2CCCc3ccccc32)cc1	-2%	-10%	0.1	-14%	1	-5%	8%	-4	19
53	CN(Cc1ccccc1N1CCCC1)C(=O)c1cc2ccccc2o1	14%	6%	-0.2	7%	10	2%	10µM*	0	1
54	O=C(O)Cn1cc(C(=O)c2ccco2)c2ccccc21	-9%	-5%	-0.6	-2%	9	-5%	2%	0	-19
55	CC(=O)Nc1ccc(/C=C2/Sc3ccccc3C2=O)cc1	8%	2%	2.6	-30%	6	-5%	6%	3	7
56	COc1ccc(-c2nc(CSCC(=O)NCCC3=CCCCC3)c(C)o2)cc1OC	26%	-18%	0.3	1%	1	-3%	?	3	1
57	Cc1cc(C)c2c(=O)[nH]n(C3CC(C)N(C)CC3C)c2n1 (stereo unspecified)	0%	7%	-2.2	9%	0	-5%	44%	0	12
58	CC1CCCN(S(=O)(=O)c2ccc(N(C(=O)c3cnccn3)C(C(=O)NC3CCCCC3)c3cccs3)cc2)C1 (stereo unspecified)	5%	10%	-0.2	-24%	-9	-15%	-24%	-6	-11
59	Cn1cccc1-c1nc2ccc([N+](=O)[O-])cc2[nH]1	24%	12%	-4.4	-16%	-10	-17%	38%[activator]	2	-29

Shown as labelled records: part of the list above.
38. CN(C)Cc1c(C(=O)N/N=C/c2ccccc2OCc2c(F)cccc2Cl)nnn1-c1nonc1N
  GLP-1R agonist: 6%
  GLP1R cytotox: ?
  IL2 activator: 0.0
  WRN inhibitor: -6%
  D3 ag: -10
  PLK1 PBD block: -11%
  GLP1R inv ag: ?
  PI5P4Ka inh: 7
  D3 antag: ?

3. CC(C)c1cccc(C(C)C)c1NC(=O)COC(=O)C1CCC1
  GLP-1R agonist: 4%
  GLP1R cytotox: 1%
  IL2 activator: -0.2
  WRN inhibitor: 6%
  D3 ag: 5
  PLK1 PBD block: 6%
  GLP1R inv ag: 7%
  PI5P4Ka inh: -4
  D3 antag: 18

No enrichment for hits. Share with any hit: about 7.8%.
